# Bioassay records: PubChem, Broad Institute
# TcdB inh – TcdB glycohydrolase inhibitors, primary screen, biochemical, single point, plate reader; Toxin B (Clostridioides difficile), P18177; TcdB glycohydrolase enzymatic assay; inhibition, % at 9.99 µM; hit rate 0.24% among 350,000; AID 652162, 2013; in the data active = inhibition above about 10%
# Target sequence (P18177 whole entry, looked up): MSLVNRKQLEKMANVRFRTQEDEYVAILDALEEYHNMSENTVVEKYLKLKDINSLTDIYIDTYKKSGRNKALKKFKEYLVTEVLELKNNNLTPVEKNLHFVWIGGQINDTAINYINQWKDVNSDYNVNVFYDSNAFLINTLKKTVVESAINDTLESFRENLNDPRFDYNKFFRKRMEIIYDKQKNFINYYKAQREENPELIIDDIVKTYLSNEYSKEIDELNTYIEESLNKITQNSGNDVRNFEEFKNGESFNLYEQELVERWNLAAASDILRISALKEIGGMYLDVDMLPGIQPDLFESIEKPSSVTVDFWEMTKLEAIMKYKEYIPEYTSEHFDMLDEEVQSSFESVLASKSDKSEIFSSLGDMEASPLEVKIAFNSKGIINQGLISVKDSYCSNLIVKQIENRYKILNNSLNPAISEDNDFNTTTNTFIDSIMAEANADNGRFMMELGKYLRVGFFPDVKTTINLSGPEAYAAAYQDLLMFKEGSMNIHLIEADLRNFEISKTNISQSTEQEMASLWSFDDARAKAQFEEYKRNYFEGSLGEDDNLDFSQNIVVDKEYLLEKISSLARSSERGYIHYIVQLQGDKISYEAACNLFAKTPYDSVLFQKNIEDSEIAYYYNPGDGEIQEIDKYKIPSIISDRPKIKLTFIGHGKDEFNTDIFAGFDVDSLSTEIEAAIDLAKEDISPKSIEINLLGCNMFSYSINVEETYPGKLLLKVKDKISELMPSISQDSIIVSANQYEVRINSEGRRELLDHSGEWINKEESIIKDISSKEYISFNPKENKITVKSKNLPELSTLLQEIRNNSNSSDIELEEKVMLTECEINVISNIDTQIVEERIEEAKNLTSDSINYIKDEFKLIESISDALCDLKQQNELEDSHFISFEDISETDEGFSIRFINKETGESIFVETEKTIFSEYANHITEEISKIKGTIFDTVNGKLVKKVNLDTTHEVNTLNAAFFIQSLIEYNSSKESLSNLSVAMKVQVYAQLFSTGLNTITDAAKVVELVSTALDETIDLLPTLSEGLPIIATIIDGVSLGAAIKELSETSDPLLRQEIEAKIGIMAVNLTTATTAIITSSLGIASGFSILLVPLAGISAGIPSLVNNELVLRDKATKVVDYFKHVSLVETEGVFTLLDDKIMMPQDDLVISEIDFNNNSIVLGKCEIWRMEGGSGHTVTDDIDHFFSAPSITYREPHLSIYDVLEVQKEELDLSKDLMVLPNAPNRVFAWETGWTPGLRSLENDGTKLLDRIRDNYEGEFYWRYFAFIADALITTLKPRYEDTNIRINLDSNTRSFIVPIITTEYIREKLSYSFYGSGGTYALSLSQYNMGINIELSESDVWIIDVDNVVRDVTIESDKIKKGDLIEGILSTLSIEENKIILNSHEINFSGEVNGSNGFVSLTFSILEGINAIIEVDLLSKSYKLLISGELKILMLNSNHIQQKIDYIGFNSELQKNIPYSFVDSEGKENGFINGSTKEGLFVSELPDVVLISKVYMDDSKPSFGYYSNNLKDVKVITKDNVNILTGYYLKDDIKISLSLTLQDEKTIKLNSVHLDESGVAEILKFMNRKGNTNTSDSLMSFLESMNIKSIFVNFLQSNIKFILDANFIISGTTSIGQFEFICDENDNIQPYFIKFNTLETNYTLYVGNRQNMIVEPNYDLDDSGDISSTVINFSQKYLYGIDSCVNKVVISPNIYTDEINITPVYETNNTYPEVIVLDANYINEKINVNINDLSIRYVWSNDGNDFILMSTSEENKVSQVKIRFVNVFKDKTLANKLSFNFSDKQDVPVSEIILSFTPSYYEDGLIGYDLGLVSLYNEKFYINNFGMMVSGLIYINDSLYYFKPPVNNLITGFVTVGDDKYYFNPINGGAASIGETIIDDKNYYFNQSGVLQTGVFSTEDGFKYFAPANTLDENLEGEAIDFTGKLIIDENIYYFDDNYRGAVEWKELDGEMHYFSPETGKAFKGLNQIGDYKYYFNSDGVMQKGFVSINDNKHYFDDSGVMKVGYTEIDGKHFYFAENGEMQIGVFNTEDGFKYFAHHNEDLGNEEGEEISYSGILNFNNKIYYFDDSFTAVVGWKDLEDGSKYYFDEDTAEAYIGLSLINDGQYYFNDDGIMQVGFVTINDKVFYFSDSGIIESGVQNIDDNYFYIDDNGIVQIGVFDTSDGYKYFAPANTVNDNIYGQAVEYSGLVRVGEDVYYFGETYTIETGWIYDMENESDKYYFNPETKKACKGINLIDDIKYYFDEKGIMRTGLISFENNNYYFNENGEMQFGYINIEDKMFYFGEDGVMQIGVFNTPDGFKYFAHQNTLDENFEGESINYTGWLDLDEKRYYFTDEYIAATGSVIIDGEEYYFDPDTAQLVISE
# Numbers without * were called inactive; & = joins results of further samples. A portion of the library; the hit share may differ from the screen's.
SMILES,TcdB inh
CC(C)CC#Cc1cnc2c(c1)C(=O)N([C@H](C)CO)C[C@@H](C)[C@H](CN(C)C(=O)Cc1ccncc1)O2,-0.8
CCCNC(=O)N1[C@H](C#N)[C@@H](c2ccc(-c3cccc(OC)c3)cc2)[C@H]1CO,-0.5
C/C=C/c1ccc([C@H]2[C@H](CO)N(S(=O)(=O)Cc3ccccc3)C23CN(C(=O)C2CCCC2)C3)cc1,-0.2
O=C(C[C@H]1CC[C@H]2[C@@H](COC[C@H](O)CN2S(=O)(=O)c2ccc(F)cc2)O1)N[C@H]1CCN(Cc2ccccc2)C1,-0.6
COc1ccc(S(=O)(=O)Nc2ccc3c(c2)CC(=O)N([C@H](C)CO)C[C@@H](C)[C@@H](CN(C)Cc2ccc4c(c2)OCO4)O3)cc1,-1.5
COc1ccc(NC(=O)N2C[C@H](O)COC[C@@H]3O[C@H](CC(=O)NCc4ccccc4OC)CC[C@H]32)cc1,1.8
C[C@H](CO)N1C[C@H](C)[C@@H](CN(C)S(=O)(=O)c2ccc(Cl)cc2)Oc2ccc(NS(=O)(=O)c3cn(C)cn3)cc2CC1=O,-2.3
CNC[C@H]1Oc2ccc(NC(=O)Nc3cccc4ccccc34)cc2CC(=O)N([C@@H](C)CO)C[C@@H]1C,-1.1
O=C(Cc1ccccc1)N1CCCCN2[C@H](CO)[C@H](c3ccc(C#CC4(O)CCCC4)cc3)[C@H]2C1,0.0
O=C(NC1CCCC1)N[C@H]1CC[C@H](CC(=O)N2CCOCC2)O[C@@H]1CO,-1.3
C[C@@H]1CN([C@@H](C)CO)C(=O)c2cccc(NC(=O)Nc3ccc4c(c3)OCO4)c2O[C@@H]1CN(C)S(=O)(=O)c1cn(C)cn1,0.7
C[C@H](CO)N1C[C@H](C)[C@H](CN(C)C(=O)c2ccncc2)Oc2ncc(-c3ccncc3)cc2C1=O,-0.4
C[C@H](CO)N1C[C@H](C)[C@H](CN(C)S(=O)(=O)c2cn(C)cn2)Oc2ccc(NC(=O)CCCCCC(=O)Nc3ccccc3N)cc2CC1=O,-0.5
COCC(=O)Nc1ccc2c(c1)[C@H]1C[C@@H](CC(=O)N3CCc4ccccc4C3)O[C@@H](CO)[C@H]1O2,-1.7
O=C(NC1CCCC1)N[C@H]1CC[C@@H](CC(=O)N2CCOCC2)O[C@@H]1CO,0.0
CCCNC(=O)[C@H]1[C@H](CO)[C@H]2Cn3c(cccc3=O)[C@H]2N1CC1CCCCC1,0.3
C[C@H](CO)N1C[C@H](C)[C@H](CN(C)S(=O)(=O)c2ccc(F)cc2)OCCCC[C@H](C)Oc2ccc(NC(=O)c3ccncc3)cc2C1=O,1.5
CC=Cc1ccc2n(c1=O)C[C@@H]1[C@@H](CO)[C@H](C(=O)N[C@@H](C)c3ccccc3)[C@H]2N1Cc1ccccc1 (mixture of isomers),0.5
COc1ccc(NC(=O)N(C)C[C@@H]2Oc3c(NC(=O)c4ccc(-c5nccs5)cc4)cccc3C(=O)N([C@H](C)CO)C[C@@H]2C)cc1,0.9
COc1ccc(CN(C)C[C@H]2Oc3ccc(NS(C)(=O)=O)cc3C(=O)N([C@H](C)CO)C[C@H]2C)cc1,0.5
N#C[C@@H]1[C@H](c2ccc(C3=CCCCC3)cc2)[C@@H](CO)N1S(=O)(=O)c1ccccc1,1.7
C/C=C/c1ccc([C@@H]2[C@H](CO)N3C(=O)CN(Cc4ccccc4)C[C@@H]23)cc1,0.8
CCC(=O)Nc1ccc2c(c1)OC[C@H](C)N(C(=O)c1ccncc1)C[C@@H](C)[C@H](OC)CN(C)C2=O,1.8
COc1ccc(NC(=O)Nc2ccc3c(c2)CC(=O)N([C@@H](C)CO)C[C@@H](C)[C@H](CN(C)S(=O)(=O)c2c(C)noc2C)O3)cc1,-1.6
C[C@@H]1CN([C@H](C)CO)C(=O)c2cc(NS(C)(=O)=O)ccc2O[C@@H](C)CCCCO[C@H]1CN(C)C(=O)C1CCCCC1,0.2

# Fetched by compound from above (three):
SMILES,TcdB inh
CCCNC(=O)[C@H]1[C@H](CO)[C@H]2Cn3c(cccc3=O)[C@H]2N1CC1CCCCC1,0.3
CNC[C@H]1Oc2ccc(NC(=O)Nc3cccc4ccccc34)cc2CC(=O)N([C@@H](C)CO)C[C@@H]1C,-1.1
O=C(NC1CCCC1)N[C@H]1CC[C@@H](CC(=O)N2CCOCC2)O[C@@H]1CO,0.0

# The results go on:
SMILES,TcdB inh
C[C@@H]1CN([C@@H](C)CO)C(=O)c2cc(Br)cnc2O[C@@H]1CN(C)C(=O)c1cccnc1,-0.5
O=S(=O)(c1cccs1)N1CCCCN2[C@H](CO)[C@H](c3ccc(/C=C/c4ccccc4)cc3)[C@@H]2C1,1.0
C[C@H]1CN([C@@H](C)CO)C(=O)c2cc(NC(=O)Nc3ccc(F)cc3)ccc2O[C@@H]1CN(C)Cc1ccc(C(=O)O)cc1,0.2
CCCNC(=O)N(C)C[C@H]1Oc2cc(C#CCOC)ccc2S(=O)(=O)N([C@@H](C)CO)C[C@H]1C,-0.1
C[C@@H]1CCCCO[C@H](CN(C)CC2CCCCC2)[C@H](C)CN([C@@H](C)CO)C(=O)c2cc(NC(=O)Nc3cccc4ccccc34)ccc2O1,0.8
C[C@@H]1CN([C@@H](C)CO)C(=O)Cc2cc(NS(=O)(=O)c3ccccc3)ccc2O[C@H]1CN(C)CC1CC1,0.0
C[C@@H]1CCCCO[C@H](CN(C)S(=O)(=O)c2cn(C)cn2)[C@H](C)CN([C@@H](C)CO)C(=O)c2cc(NC(=O)Nc3ccc(F)cc3)ccc2O1,0.5
COc1ccc(S(=O)(=O)Nc2ccc3c(c2)C(=O)N([C@@H](C)CO)C[C@H](C)[C@@H](CN(C)S(C)(=O)=O)OCCCC[C@@H](C)O3)cc1,0.7
Cc1noc(C)c1S(=O)(=O)Nc1ccc2c(c1)C(=O)N([C@H](C)CO)C[C@H](C)[C@@H](CN(C)CC1CC1)O2,-1.0
CCCNC(=O)C[C@H]1CC[C@H]2[C@@H](COC[C@@H](O)CN2C(=O)c2ccc(F)cc2)O1,0.5
CCCc1cn(CC[C@H]2CC[C@H](NC(=O)C3CCCCC3)[C@@H](CO)O2)nn1,-1.4
CCC(=O)N1CC2(C1)[C@H](c1ccccc1)[C@@H](CO)N2CCC(F)(F)F,-2.2
COc1ccccc1CN1CC[C@H]2[C@H](CO)Nc3ccc(-c4ccc(C(=O)N(C)C)cc4)cc3[C@H]21,1.3
O=C(Cc1ccccc1)N[C@@H]1CC[C@H](CC(=O)N2CCOCC2)O[C@@H]1CO,-18
O=S(=O)(Cc1ccccc1)N1CCCCN2[C@H](CO)[C@@H](c3ccc(-c4ccc(F)cc4)cc3)[C@H]2C1,0.3
C[C@@H]1CN([C@H](C)CO)S(=O)(=O)c2ccc(-c3ccc(C(=O)N(C)C)cc3)cc2O[C@H]1CN(C)C(=O)C1CCC1,-1.8
CC(=O)N(C)C[C@@H]1Oc2cc(C#CC(C)C)ccc2S(=O)(=O)N([C@H](C)CO)C[C@@H]1C,-6.6
C[C@@H]1CN([C@H](C)CO)C(=O)c2cc(-c3ccc(F)cc3)cnc2O[C@H]1CN(C)C(=O)Cc1ccccn1,-0.3
C[C@@H]1CCCCO[C@@H](CN(C)C(=O)CCCN(C)C)[C@H](C)CN([C@H](C)CO)C(=O)c2cc(NC(=O)Nc3cccc4ccccc34)ccc2O1,-1.6
COc1ccc(CN(C)C[C@@H]2Oc3ccc(NS(=O)(=O)c4ccc(F)cc4)cc3C(=O)N([C@@H](C)CO)C[C@H]2C)cc1,1.2
C[C@H](CO)N1C[C@H](C)[C@@H](CN(C)C(=O)Nc2cccc3ccccc23)Oc2ccc(NC(=O)Nc3ccccc3)cc2C1=O,-0.6
COCC(=O)N1CCC2(CC1)CN(C(=O)Cc1ccccc1)[C@@H](CO)c1c2c2ccc(OC)cc2n1C,-0.1
Cn1cnc(S(=O)(=O)N2C[C@@H]3N[C@H](C2)C3c2ccc(/C=C/c3ccccc3)cc2)c1 (stereo partly drawn),-0.2&0.0
Cc1ccc(S(=O)(=O)N[C@@H]2CC[C@@H](CCNC(=O)c3ccc4c(c3)OCO4)O[C@@H]2CO)cc1,0.3
C[C@H](CO)N1C[C@H](C)[C@@H](CN(C)C(=O)Nc2ccccc2F)Oc2ncc(-c3ccc(F)cc3)cc2C1=O,0.4

# Single entries from the list:
# TcdB inh result of `C[C@H](CO)N1C[C@H](C)[C@H](CN(C)S(=O)(=O)c2cn(C)cn2)Oc2ccc(NC(=O)CCCCCC(=O)Nc3ccccc3N)cc2CC1=O` is entered as -0.5
# TcdB inh result of `O=C(NC1CCCC1)N[C@H]1CC[C@@H](CC(=O)N2CCOCC2)O[C@@H]1CO` is entered as 0.0
# TcdB inh result of `COc1ccc(NC(=O)N2C[C@H](O)COC[C@@H]3O[C@H](CC(=O)NCc4ccccc4OC)CC[C@H]32)cc1` is entered as 1.8
# TcdB inh result of `C/C=C/c1ccc([C@H]2[C@H](CO)N(S(=O)(=O)Cc3ccccc3)C23CN(C(=O)C2CCCC2)C3)cc1` is entered as -0.2
# TcdB inh result of `O=C(C[C@H]1CC[C@H]2[C@@H](COC[C@H](O)CN2S(=O)(=O)c2ccc(F)cc2)O1)N[C@H]1CCN(Cc2ccccc2)C1` is entered as -0.6

# Some of these compounds in order of molar mass, smallest number first:
SMILES,TcdB inh
Cc1ccc(S(=O)(=O)N[C@@H]2CC[C@@H](CCNC(=O)c3ccc4c(c3)OCO4)O[C@@H]2CO)cc1,0.3
COCC(=O)N1CCC2(CC1)CN(C(=O)Cc1ccccc1)[C@@H](CO)c1c2c2ccc(OC)cc2n1C,-0.1
C[C@@H]1CN([C@@H](C)CO)C(=O)Cc2cc(NS(=O)(=O)c3ccccc3)ccc2O[C@H]1CN(C)CC1CC1,0.0

# (next part)
SMILES,TcdB inh
O=C(C[C@H]1CC[C@@H]2NC[C@H](O)COC[C@H]2O1)Nc1ccc(-c2ccccc2)cc1,1.4
O=C(C1CCCC1)N1C[C@H]2[C@@H](c3ccccc31)[C@@H](CO)N2C(=O)c1ccccc1F,-5.5
COc1ccccc1CNC(=O)C[C@H]1C=C[C@@H](NC(C)=O)[C@@H](CO)O1,-0.2
Cc1noc(C)c1NC(=O)N(C)C[C@@H]1Oc2c(NC(=O)C3CC3)cccc2C(=O)N([C@H](C)CO)C[C@@H]1C,-1.1
COc1ccc(-c2ccc3c(c2)O[C@H](CN(C)Cc2ccccc2C(=O)O)[C@H](C)CN([C@@H](C)CO)S3(=O)=O)cc1,0.6
COCC#Cc1cnc2c(c1)C(=O)N([C@H](C)CO)C[C@@H](C)[C@H](CN(C)C(=O)Nc1ccccc1OC)O2,-1.6
O=C(C[C@@H]1C[C@@H]2c3cc(NC(=O)Nc4ccccc4F)ccc3O[C@@H]2[C@H](CO)O1)NCc1ccc(Oc2ccccc2)cc1,0.0
Cc1noc(C)c1S(=O)(=O)Nc1ccc2c(c1)C(=O)N([C@@H](C)CO)C[C@H](C)[C@@H](CN(C)C(=O)Nc1cccc3ccccc13)O2,-0.2
C[C@H](CO)N1C[C@H](C)[C@H](CN(C)Cc2ccc(Oc3ccccc3)cc2)Oc2c(NC(=O)Nc3ccc(F)cc3)cccc2C1=O,0.9
Cc1ccc(S(=O)(=O)Nc2ccc3c(c2)C(=O)N([C@H](C)CO)C[C@@H](C)[C@H](CN(C)Cc2ccc4c(c2)OCO4)OCCCC[C@H](C)O3)cc1,1.4
COc1ccc(S(=O)(=O)N2C[C@H](O)COC[C@H]3O[C@@H](CC(=O)N(C)C)CC[C@@H]32)cc1,0.2
C[C@H](CO)N1C[C@H](C)[C@@H](CN(C)C(=O)NC2CCCC2)Oc2ncc(C#CC3CCCCC3)cc2C1=O,-0.9
O=C(Cc1cccnc1)N1CC(=O)N2[C@@H](CO)[C@H](c3ccc(C#CC4CCCC4)cc3)[C@@H]2C1,0.9
C[C@H](CO)N1C[C@H](C)[C@@H](CN(C)Cc2ccc(C(=O)O)cc2)OCCCC[C@H](C)Oc2ccc(NC(=O)c3ccncc3)cc2C1=O,0.3
CN(C)CCCNC(=O)[C@H]1[C@H](CO)[C@H]2Cn3c(ccc(-c4cccc(F)c4)c3=O)[C@@H]1N2C,0.7
COc1ccccc1-c1cnc2c(c1)C(=O)N([C@@H](C)CO)C[C@H](C)[C@H](CN(C)Cc1ccccc1)O2,-0.2
CN(C)C(=O)C[C@@H]1C=C[C@H](NC(=O)C2CC2)[C@@H](CO)O1,-0.4
C[C@@H]1CN([C@@H](C)CO)C(=O)c2cc(N(C)C)ccc2O[C@@H]1CN(C)Cc1ccc(-c2ccccc2)cc1,-3.8
CC(C)NC(=O)N(C)C[C@H]1Oc2ccc(NC(=O)C3CCCCC3)cc2C(=O)N([C@@H](C)CO)C[C@H]1C,0.5
C[C@@H]1CN([C@@H](C)CO)C(=O)c2cc(/C=C/c3ccccc3)cnc2O[C@H]1CN(C)C(=O)Nc1ccccc1F,-0.7
C[C@@H]1CN([C@@H](C)CO)C(=O)c2cc(NC(=O)c3ccccc3)ccc2O[C@@H](C)CCCCO[C@@H]1CN(C)Cc1ccncc1,-1.0
O=C(N[C@H]1CC[C@H](CC(=O)N2CCc3ccccc3C2)O[C@H]1CO)C1CC1,-5.4
C[C@H]1CN([C@@H](C)CO)C(=O)c2cc(NC(=O)Cn3cnnn3)ccc2O[C@@H]1CN(C)Cc1ccc(-c2ccccc2)cc1,-0.6
O=C(C[C@H]1CC[C@@H]2[C@H](COC[C@@H](O)CN2C(=O)Nc2ccc(Cl)c(Cl)c2)O1)NC1CCC1,1.8
COC(=O)[C@H]1[C@H](CO)[C@H]2Cn3c(ccc(/C=C/c4ccccc4)c3=O)[C@H]2N1C(=O)c1cnccn1,1.3

# Continued:
SMILES,TcdB inh
CN(C)C(=O)c1cccc(-c2ccc([C@H]3[C@H](CO)N4C(=O)CN(C(=O)C5CCC5)C[C@@H]34)cc2)c1,0.9
O=C(C[C@@H]1C=C[C@H](NC(=O)C2CCC2)[C@H](CO)O1)NCc1ccccc1Cl,-2.5
CC(C)CC#Cc1ccc2c(c1)O[C@@H](CN(C)S(=O)(=O)c1ccc(F)cc1)[C@H](C)CN([C@H](C)CO)S2(=O)=O,-0.9
CN1C(=O)c2cc(NC(=O)c3ccccc3)ccc2OC[C@H]2O[C@@H](CC(=O)NCC3CC3)CC[C@H]21,3.3
COCC(=O)Nc1ccc2c(c1)[C@@H]1C[C@H](CC(=O)NCc3ccccc3F)O[C@H](CO)[C@@H]1O2,-0.1
C[C@@H]1CN([C@H](C)CO)C(=O)c2cc(NC(=O)CCN3CCOCC3)ccc2O[C@@H]1CN(C)Cc1ccncc1,0.4
